Compound activity as filed in PubChem BioAssay.
PLK1 PBD block = PLK1 (human) polo-box domain binding inhibition; P53350; Plk1 PBD binding of FITC phosphopeptide, fluorescence polarization; Potency, µM, inactives show max response, negative = inhibition, usual class: inhibitors; hit rate 2.8% among 360,000; AID 720504; note: potency is the fitted concentration of half-maximal effect; series mostly up to about 57 µM; % is set by controls: 0 for no effect and ±100 for the full control effect; nearly all actives have a fitted effect of over 65% in size
Target sequence (P53350 whole entry, looked up, the tested form may be a part): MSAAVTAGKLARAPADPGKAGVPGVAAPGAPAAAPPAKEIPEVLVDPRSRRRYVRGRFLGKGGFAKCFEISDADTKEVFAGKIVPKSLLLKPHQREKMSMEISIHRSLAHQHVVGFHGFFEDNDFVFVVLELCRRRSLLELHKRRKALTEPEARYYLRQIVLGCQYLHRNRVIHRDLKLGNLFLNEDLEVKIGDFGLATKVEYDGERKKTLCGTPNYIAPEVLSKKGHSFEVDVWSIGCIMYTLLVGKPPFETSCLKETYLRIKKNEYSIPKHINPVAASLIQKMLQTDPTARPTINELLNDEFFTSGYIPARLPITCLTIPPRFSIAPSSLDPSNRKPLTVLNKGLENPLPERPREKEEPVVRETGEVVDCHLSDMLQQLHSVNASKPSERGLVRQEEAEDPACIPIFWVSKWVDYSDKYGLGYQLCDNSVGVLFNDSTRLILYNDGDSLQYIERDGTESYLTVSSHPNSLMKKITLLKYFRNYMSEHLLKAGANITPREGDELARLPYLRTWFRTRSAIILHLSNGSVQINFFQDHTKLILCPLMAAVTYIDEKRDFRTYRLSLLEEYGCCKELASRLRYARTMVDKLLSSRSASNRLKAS
EPAC1 antagonist = blocks human EPAC1 exchange factor; O95398; EPAC1 GEF assay, Rap1b-BODIPY-GDP exchange fluorescence; Potency, µM (series often up to 115 µM), for inactives: at the top dose activity change, negative = inhibition, most hits filed as inhibitors; hit rate 0.14% among 360,000;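 note: potency is the fitted concentration of half-maximal effect; plate controls were vehicle for no effect and positive control for full effect; nearly all actives have a fitted effect of over 50% in size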
PI5P4Ka inh = PI5P4K alpha (human) kinase inhibition; P48426; PI5P4Kalpha enzyme, ADP-Glo luminescence, 60 min; active compounds read low; hit rate 1.2% among 330,000; AID 652105; max response, %; active = max response of -50% or lower; inconclusive = between -30% and -50%; inactive = -30% or higher; note: value at the top dose of about 77 µM; % is set by controls: 0 for no effect and ±100 for the full control effect
Target sequence (P48426 whole entry, looked up): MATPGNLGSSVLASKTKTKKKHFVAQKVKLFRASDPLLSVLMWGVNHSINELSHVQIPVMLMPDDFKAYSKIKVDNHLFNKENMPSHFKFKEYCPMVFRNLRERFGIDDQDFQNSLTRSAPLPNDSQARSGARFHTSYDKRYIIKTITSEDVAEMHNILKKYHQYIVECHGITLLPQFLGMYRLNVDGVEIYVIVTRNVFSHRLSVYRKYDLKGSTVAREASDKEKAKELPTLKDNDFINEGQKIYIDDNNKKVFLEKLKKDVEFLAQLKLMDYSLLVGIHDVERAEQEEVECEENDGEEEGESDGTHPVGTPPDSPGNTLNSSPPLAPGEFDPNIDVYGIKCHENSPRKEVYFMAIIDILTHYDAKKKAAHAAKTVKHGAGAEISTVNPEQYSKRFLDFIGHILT
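PI5P4Kalpha ADP-Glo assay; 5 microM ATP final; 60 min RT reaction; HEPES pH 7.4/EGTA/CHAPS, 5% DMSO; controls lacking substrate or enzyme; luminescent end-point.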
Abeta yeast res = A-beta toxicity reversal in yeast; yeast expressing A-beta42, growth rescue, OD600, 48 h; response scale: 0% DMSO, 100% iron-clioquinol control; Potency, µM (doses to about 46.1 µM), without a hit: at the highest dose growth rescue, actives largely listed as activators; hit rate 0.063% among 410,000; note: potency is the fitted concentration of half-maximal effect; nearly all actives have a fitted effect of over 55% in size
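Yeast growth medium received pinned compounds, then yeast cells expressing toxic A-beta were added; plates incubated at 30 C for 48 hr. Growth read as absorbance at 600 nm, normalized to DMSO and equimolar FeCl3 plus clioquinol controls.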
FUS yeast rescue = rescues growth of FUS-expressing yeast; S. cerevisiae FUS-expressing, growth rescue, OD600, 24 h; Potency, µM (top dose mostly 76.6 µM), without a hit: top-dose growth rescue (activation), usual class: activators; hit rate 0.24% among 390,000; AID 1347120;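 note: potency is the fitted concentration of half-maximal effect; plate controls were DMSO vehicle for no effect and reference control for full effect; nearly all actives have a fitted effect of over 55% in size; some results filed as inactive show a strong effect at the top dose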
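Galactose (2%) drives FUS expression in yeast precultured in raffinose; seeding density OD 0.005. Test compounds incubated 24hr at 30C and 99% humidity before absorbance at 600 nm was measured.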
aSyn yeast inh = rescues yeast growth from alpha-synuclein toxicity; Yeast expressing alpha-synuclein, growth rescue, BacTiter-Glo, 24 h; Potency, µM (series often up to 46.1 µM), inactives show at the top dose growth rescue (activation), most hits filed as activators; hit rate 0.14% among 370,000; AID 652106; note: potency is the fitted concentration of half-maximal effect; % of control where 0% means no effect; nearly all actives have a fitted effect of over 65% in size
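Rescue of yeast growth: cells expressing toxic alpha-synuclein, induced in galactose at OD600 0.02, incubated with compound 24 h at 30 C. ATP luminescence quantified growth; inhibitors of toxicity appear as activators.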
IL-2 act = activates IL-2 in a cell-based reporter assay; IL-2 activation reporter assay, cell-based qHTS; stimulated with anti-CD3/CD4/CD28 beads; in transgenic mouse T cells; activation, % (series mostly up to about 46 µM); hit rate 0.065% among 360,000; AID 652025; in the data active = activation above about 50%; inconclusive = mostly about 30% to 49%; note: 0% is about no effect
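Unstimulated transgenic mouse T cells, 750 per well, received compound and, after 60 minutes, anti-CD3/anti-CD4 bead plus anti-CD28 stimulation. EGFP and DsRed were quantified after 18 hours.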
EPAC1 agonist = activates human EPAC1 exchange factor; O95398; EPAC1 agonist qHTS, biochemical assay; response scale: 100% = response to 6.5 mM cAMP; Potency, µM (top dose mostly 154 µM), for the others: at the highest dose activation, usual class: activators; hit rate 0.073% among 360,000; AID 720707; note: potency is the fitted concentration of half-maximal effect; nearly all actives have a fitted effect of over 60% in size
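Compounds were pinned as a concentration titration into mixtures of EPAC1 (100 nM), BODIPY-GDP-loaded Rap1B (250 nM) and GDP (50 uM). After 5 min at room temperature, fluorescence was followed for 30 min; activity was scaled to 6.5 mM cAMP.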
WRN inhibitor = WRN helicase (human) inhibition | WRN helicase unwinding, fluorescent forked duplex, kinetic | Q14191 | hit rate 0.46% among 360,000 | Potency, µM (top dose mostly 114 µM), for inactives: at the top dose activity change, negative = inhibition, hits mostly inhibitors; note: potency is the fitted concentration of half-maximal effect; % is set by controls: 0 for no effect and ±100 for the full control effect; nearly all actives have a fitted effect of over 55% in size
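Primary qHTS, 1536-well format. 20 nM WRN + compound, 15 min RT; start with 100 nM forked fluorophore/quencher duplex, 2 mM ATP (final); kinetic read ex 525/em 598 nm.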
* hit, by the source's call; ? = inconclusive; / = not tested or not shown; [ ] = another dose, or the depositor's remark. Unless noted, calls come from the whole dose curve; as a rule, active = well fitted curve in the direction sought with a large enough effect; inconclusive = small, poorly fitted or top-dose-only effect, or another doubt; inactive = no such curve, though single readings can be large; an effect the other way counts as inactive or inconclusive.

SMILES	PLK1 PBD block	EPAC1 antagonist	PI5P4Ka inh	Abeta yeast res	FUS yeast rescue	aSyn yeast inh	IL-2 act	EPAC1 agonist	WRN inhibitor
CCOC(=O)c1c(C)[nH]c(C)c1C(=O)COC(=O)c1cccs1	3%	-6%	8	6%	/	0%	-3.0	-24%	-3%
N#C/C(=C\c1ccccc1C(F)(F)F)C(=O)Nc1ccccc1F	-8%	-25%	4	?	/	-60%[inhibitor]	0.1	-4%	-1%
CC(Sc1nc2ccccc2c(=O)n1C)C(=O)NC1CCCCC1C (stereo not given)	-9%	19%	5	?	5%	-7%	-4.2	-6%	-1%
O=C1OCCN1C(=O)[C@H]1[C@H](c2ccc([N+](=O)[O-])cc2)C(c2ccc(F)cc2)=NN1c1ccc(Br)cc1	-17%	-8%	17	9%	?	15%	0.4	0%	-8%
CCOc1ccccc1NC(=O)Cn1c(-c2ccc(Cl)cc2)noc1=O	-8%	9%	18	1%	-4%	19%	-1.5	-6%	-6%
CCC(C(=O)OCC(=O)Nc1c(C)n(C)n(-c2ccccc2)c1=O)c1ccccc1 (stereo not given)	-1%	9%	/	-5%	15%	7%	-1.9	-7%	-13%
COC(=O)[C@H](Cc1ccccc1)NC(=O)Nc1ccc(C)cc1	-7%	-10%	/	-1%	-8%	-8%	-0.2	3%	-9%
COc1ccc(-c2nc(CN3CCC(C(=O)NCC4CCCO4)CC3)c(C)o2)cc1OC (stereo not given)	21µM*	-23%	-2	4%	-13%	-1%	-1.6	-10%	2%
COc1ccc(NC(=S)N2CCCC(CO)C2)c(OC)c1 (stereo not given)	-7%	10%	4	-16%	0%	-8%	-1.6	-9%	6%
CCCCN(C(=O)c1cc2ccccc2o1)c1c(N)n(CCC)c(=O)[nH]c1=O	-5%	13%	0	-15%	6%	-3%	-2.0	10%	-30%[57.1 µM]
COc1ccc(OC)c(N/C(C)=C/C(=O)c2ccc(C)o2)c1	3%	-3%	-1	6%	-9%	1%	-0.8	0%	4%
Cc1nc(N)sc1-c1csc(Nc2cc(N(C)C)ccc2Cl)n1	?	19%	?	-6%	6%	7%	-1.0	-3%	-6%
Nc1ccccc1C(=O)N1CCCC1	-7%	-23%	-1	1%	-7%	-3%	0.0	-3%	-14%
CCC(Oc1ccc(C)cc1)C(=O)Nc1ccc(S(=O)(=O)Nc2cc(C)on2)cc1 (stereo not given)	8%	-12%	6	-8%	18%	1%	-1.1	3%	-3%
O=C(Nc1c2c(nn1-c1ccc(Cl)cc1)CS(=O)(=O)C2)C1CC1	0%	2%	-3	0%	/	4%	-0.5	1%	-14%
O=C(Cc1cccc2ccccc12)OCn1nnc2ccccc2c1=O	-13%	3%	1	8%	-10%	?	4.0	2%	-6%
CCN(C(=O)CSc1nnc(C)n1-c1cccc(C)c1)C1CCS(=O)(=O)C1 (stereo not given)	1%	13%	-1	15%	22%	2%[1.84 µM]	-0.2	1%	-8%
COc1ccc(C(=O)/C=C/C(=O)N(Cc2ccc3c(c2)OCO3)C(C(=O)NC2CCCCC2)c2ccncc2)c(O)c1 (stereo not given)	-11%	?	2	-14%	/	?	-0.7	8%	8%
COc1cc2c(cc1NC(=O)CC1SC(N3CCCC3)=NC1=O)oc1ccccc12 (stereo not given)	-7%	-14%	-6	8%	22%	18%	-0.3	1%	-12%
Cc1ccc(C)c2nc(Cl)c(C3NC(=O)c4ccccc4N3)cc12 (stereo not given)	3%	13%	-3	25%	10%	17%	-0.1	-5%	4%
C/C=C/C(=O)OCC(=O)Nc1cc(OC)c([N+](=O)[O-])cc1C	-13%	-20%	1	3%	-4%	1%	-1.9	-1%	-3%
CN/S(=N/S(=O)(=O)c1ccccc1)c1ccc(C)cc1 (stereo not given)	-6%	-11%	-5	13%	-8%	3%	-0.5	15%	1%
CN(C)CCN(Cc1cccs1)S(=O)(=O)c1csc(C(N)=O)c1	-14%	-19%	3	-1%	7%	2%	0.0	14%	2%
CCOc1cc(CNc2ccc(N(C)C)cc2)cc(Br)c1OCC(=O)NC(C)(C)C	-7%	-15%	0	-6%	?	-10%	-0.4	14%	-25%
CC(C)c1ccc(NC(=O)CSc2n[nH]c(=O)n2Cc2ccco2)cc1	-7%	-10%	0	7%	15%	-5%	-0.4	-12%	-5%
CCNC(C(=O)c1c[nH]c2c(CC)cccc12)c1ccccc1 (stereo not given)	-7%	-21%	13	-2%	11%	6%	0.7	-2%	3%
CC1(c2nnnn2-c2ccc3c(c2)OCCO3)CCC(=O)N1CCc1c[nH]c2ccccc12 (stereo not given)	2%	-18%	-1	-9%	13%	-6%	0.4	-11%	3%
O=c1c2ccccc2oc2cc(-c3ccc4cc[nH]c4c3)ccc12	-17%	-9%	1	-10%	-5%	-15%	-0.1	-10%	-2%
N=c1n(CC(=O)c2cccs2)c2ccccc2n1Cc1ccccc1	5%	-28%	-5	5%	11%	4%	-3.2	9%	-4%
CN(Cc1ccccc1)C(=O)c1ccc(NC(=O)Cc2ccc([N+](=O)[O-])cc2)cc1	-10%	?	9	3%	?	7%	-3.7	-11%	-8%
COc1ccc2[nH]cc(CCNS(=O)(=O)c3ccc(NC(C)=O)cc3)c2c1	-4%	-5%	-2	-2%	5%	2%	-0.4	-12%	-18%
CSC(=NC#N)N1CCN(c2cccc(Cl)c2)CC1	0%	-1%	16	-21%	/	3%	-0.4	0%	-9%
COC(=O)c1ccc(C(=O)N(C)C2CCCN(Cc3ccccc3F)C2)nc1 (stereo not given)	-6%	16%	3	-3%	-12%	-10%	1.1	6%	0%
C1CCC(Nc2nc3nonc3nc2N2CCSCC2)C1	-1%	-8%	-2	-3%	-3%	-9%	-1.6	4%	-3%
CCOc1ccc(S(=O)(=O)Nc2ccccc2SC)c2cccnc12	-6%	-9%	-11	-3%	6%	2%	0.6	-15%	-7%
c1ccc(CCNc2nc(-c3ccncc3)nc3ccccc23)cc1	0%	-3%	-1	-4%	-16%	9%	-1.9	-3%	3%
C[C@H](NC(=O)N1CCC(Cc2ccccc2)CC1)C(=O)O	-5%	-17%	-3	-14%	34%	0%	1.3	-1%	-3%
CCOc1ccc(C2C(C(=O)c3cccs3)=C(O)C(=O)N2CCN2CCOCC2)cc1 (stereo not given)	-12%	10%	-6	-10%	10%	1%	1.8	-8%	-1%
Nc1c(C(=O)Nc2ccc3c(c2)OCCO3)nnn1Cc1ccc(F)cc1	-4%	0%	-2	-4%	2%	2%	-0.1	-7%	-2%
Cc1cnc(C)c(N2CCN(Cc3cn(C)nc3-c3cccc(Cl)c3)CC2)n1	-5%	-1%	4	-3%	-8%	0%	-0.5	8%	-4%
COc1ccc(C(=O)NCC(=O)N/N=C/c2cn[nH]c2-c2ccccc2)cc1	-8%	4%	0	5%	-4%	1%	1.9	1%	-8%
CCCN(CCC)S(=O)(=O)c1ccc(C(=O)NCc2n[nH]c(=S)n2-c2ccc(Cl)c(Cl)c2)cc1	-13%	-2%	-1	-11%	-11%	-7%	1.7	-7%	1%
CCc1nc2ccc(C(=O)NCCCn3ccnc3)cn2c1N(CC)CCOC	0%	-12%	3	-7%	-14%	0%	-0.2	-26%	4%[57.1 µM]
CCOC(=O)[C@]12CCCC=C1N(Cc1cccc3ccccc13)C(=O)[C@H](CC(=O)NCc1cccc3ccccc13)C2	8%	-13%	12	7%	?	0%	1.5	1%	-7%
CCn1nc(C)cc1C(=O)N(C)C1CCCN(Cc2ccccc2F)C1 (stereo not given)	2%	0%	-5	2%	/	3%	-1.5	-8%	-17%

Entries of single compounds from above. Order of values: PLK1 PBD block, EPAC1 antagonist, PI5P4Ka inh, Abeta yeast res, FUS yeast rescue, aSyn yeast inh, IL-2 act, EPAC1 agonist, WRN inhibitor
Cc1nc(N)sc1-c1csc(Nc2cc(N(C)C)ccc2Cl)n1 is listed with ?, 19%, ?, -6%, 6%, 7%, -1.0, -3%, -6%
CCC(C(=O)OCC(=O)Nc1c(C)n(C)n(-c2ccccc2)c1=O)c1ccccc1 (stereo not given) is listed with -1%, 9%, /, -5%, 15%, 7%, -1.9, -7%, -13%

Remaining list, next part.
SMILES	PLK1 PBD block	EPAC1 antagonist	PI5P4Ka inh	Abeta yeast res	FUS yeast rescue	aSyn yeast inh	IL-2 act	EPAC1 agonist	WRN inhibitor
CCOC(=O)Nc1c(Cl)[nH]c(=O)n(C)c1=O	0%	1%	-2	5%	-27%	-17%	0.9	8%	-16%
CCN(C(=O)COC(=O)c1cnc(C)cn1)C1CCCCC1	-3%	-12%	8	19%	-2%	5%	0.6	10%	1%
CCOC(=O)/C=C1\SCC(=O)N1CC(=O)NC(C)c1ccccc1 (stereo not given)	-3%	-4%	-11	-6%	26%	1%	1.1	-1%	19%
O=S(=O)(c1cccc(-c2nnc(SCc3nc4ccccc4s3)o2)c1)N1CCOCC1	-16%	-4%	-6	6%	?	0%	-0.5	13%	-21%
c1coc(-c2nc3c4c5c(sc4ncn3n2)CCCC5)c1	-6%	-11%	/	9%	24%	2%	2.0	0%	6%
CN(C)CCNC(=O)c1ccc(Cl)c2cc3ccccc3nc12	-8%	?	1	1%	/	1%	-0.7	1%	12%[11.6 µM]
O=C(Nc1ccc2oc(-c3ccc(Cl)c(Cl)c3)nc2c1)c1ncn[nH]1	-8%	-16%	?	-1%	30%	6%	0.9	10%	-14%[57.1 µM]
CC(=O)Nc1cccc2c1C(=O)N(c1ccccc1OC(C)=O)C2=O	-15%	4%	0	10%	11%	0%	-1.4	-4%	-3%
COc1cc2c(cc1OC)C(c1cccc([N+](=O)[O-])c1)=NCC2	-1%	-15%	8	-25%	-3%	-5%	-0.8	-6%	-13%
Cc1ccc(C(C)C)cc1OCC(=O)N/N=C/c1ccc2c(c1)OCCO2	-3%	-23%	5	15%	13%	0%	-6.0	-6%	-16%

Among those listed so far, 2 contain a cyano group.
SMILES	PLK1 PBD block	EPAC1 antagonist	PI5P4Ka inh	Abeta yeast res	FUS yeast rescue	aSyn yeast inh	IL-2 act	EPAC1 agonist	WRN inhibitor
N#C/C(=C\c1ccccc1C(F)(F)F)C(=O)Nc1ccccc1F	-8%	-25%	4	?	/	-60%[inhibitor]	0.1	-4%	-1%
CSC(=NC#N)N1CCN(c2cccc(Cl)c2)CC1	0%	-1%	16	-21%	/	3%	-0.4	0%	-9%
